LYPLA1 counter: LYPLA1 (human) inhibition in PME1 counter-screen; O75608; recombinant LYPLA1, FP-Rh probe fluorescence polarization; inhibition, % at 5.9 µM; 0.16% of 320,000 active; AID 2174;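 active = inhibition above the mean of all tested compounds plus 3 SD, set per campaign, cut at about 14% in these data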;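 note: inhibitors block serine hydrolase probe labeling of LYPLA1 so polarization falls; 0% = enzyme with DMSO and 100% = wells lacking LYPLA1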
Fam108B inh: counter-screen for RBBP9 inhibitors: inhibitors of mouse Fam108B; recombinant Fam108B, FP-Rh probe fluorescence polarization; inhibition, % at 9.51 µM; 0.33% of 300,000 active; AID 1947;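 active = inhibition above the screen mean inhibition plus 3 SD, computed separately per campaign, cut at about 18% in these data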;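 note: inhibitors lower polarization as less probe binds the enzyme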
pPAFAH inh: inhibitors of human plasma PAF acetylhydrolase (pPAFAH). recombinant pPAFAH, FP-rhodamine probe fluorescence polarization. inhibition, % at 3.39 µM. 1.5% of 330,000 active;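 active = inhibition above the mean inhibition across the screen plus 3 SD, cut at about 25% in these data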;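 note: inhibitors block binding of the rhodamine activity-based probe so polarization drops; 0% = enzyme with DMSO and 100% = wells lacking pPAFAH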
Target sequence (Q13093 whole entry, looked up): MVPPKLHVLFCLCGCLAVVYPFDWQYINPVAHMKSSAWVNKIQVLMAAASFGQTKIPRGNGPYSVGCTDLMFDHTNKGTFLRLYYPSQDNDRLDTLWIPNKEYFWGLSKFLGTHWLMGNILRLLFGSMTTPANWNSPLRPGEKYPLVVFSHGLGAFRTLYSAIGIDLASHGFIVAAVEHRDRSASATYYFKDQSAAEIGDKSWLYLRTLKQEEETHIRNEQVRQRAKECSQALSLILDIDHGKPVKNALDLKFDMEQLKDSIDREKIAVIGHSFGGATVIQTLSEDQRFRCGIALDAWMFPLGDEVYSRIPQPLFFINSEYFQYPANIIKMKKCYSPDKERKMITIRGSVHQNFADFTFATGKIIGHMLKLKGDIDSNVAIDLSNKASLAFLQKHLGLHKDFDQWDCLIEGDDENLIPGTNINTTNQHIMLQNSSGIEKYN
PAFAH2 FP inh: PAFAH2 (human) inhibition; inhibition, % at 3.39 µM; recombinant PAFAH2, FP-rhodamine activity probe, fluorescence polarization; 0.99% of 340,000 active; Q99487;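 active = inhibition above the mean over all tested compounds plus 3 SD, cut at about 30% in these data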;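 note: inhibitors block probe labeling of enzyme so polarization drops; 0% = enzyme with DMSO and 100% = wells lacking PAFAH2 protein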
GSTO1 counter: counter-screen for RBBP9 inhibitors: inhibitors of human GSTO1 | 1.1% of 300,000 active | inhibition, % at 5.96 µM | P78417 | AID 1974 | recombinant GSTO1, activity-based probe fluorescence polarization;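 active = inhibition above the campaign mean inhibition plus 3 SD, cut at about 35% in these data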;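 note: 0% = GSTO1-1 with DMSO and 100% = wells lacking GSTO1-1 enzyme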
PAD4 FP inh: inhibitors of human PAD4. Q9UM07. 0.41% of 330,000 active. recombinant PAD4, RCA probe fluorescence polarization. AID 485272. inhibition, % at 6.36 µM;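 active = percent inhibition above a cutoff equal to the mean of all tested compounds plus 3 SD, cut at about 15% in these data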;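 note: 0% = PAD4 with RCA probe and DMSO and 100% = probe without PAD4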
PAFAH1B2 inh: inhibitors of human PAFAH1B2; P68402; recombinant PAFAH1B2, FP-rhodamine activity probe, fluorescence polarization; inhibition, % at 3.39 µM; 1.2% of 340,000 active;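 active = inhibition above the mean of all tested compounds plus 3 SD, cut at about 24% in these data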;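 note: 0% = enzyme with DMSO and 100% = wells lacking PAFAH1B2; many of its hits are not listed in these tables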
Target sequence (P68402 whole entry, looked up): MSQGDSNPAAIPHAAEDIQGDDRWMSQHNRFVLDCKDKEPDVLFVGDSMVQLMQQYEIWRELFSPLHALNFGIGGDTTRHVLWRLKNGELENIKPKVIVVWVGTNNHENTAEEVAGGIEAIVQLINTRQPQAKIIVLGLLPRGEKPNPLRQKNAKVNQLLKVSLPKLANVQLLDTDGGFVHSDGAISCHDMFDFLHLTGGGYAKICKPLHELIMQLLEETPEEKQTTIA
PAFAH1B3 FP inh: blocks human PAF acetylhydrolase 1B catalytic subunit 3; 0.28% of 340,000 active; Q15102; recombinant PAFAH1B3, FP-rhodamine probe, fluorescence polarization; AID 492972; inhibition, % at 3.39 µM;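 active = inhibition above the screen-wide average of all tested compounds plus 3 SD, cut at about 25% in these data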;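 note: 0% = enzyme with DMSO only and 100% = wells lacking PAFAH1B3 protein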
Target sequence (Q15102 whole entry, looked up): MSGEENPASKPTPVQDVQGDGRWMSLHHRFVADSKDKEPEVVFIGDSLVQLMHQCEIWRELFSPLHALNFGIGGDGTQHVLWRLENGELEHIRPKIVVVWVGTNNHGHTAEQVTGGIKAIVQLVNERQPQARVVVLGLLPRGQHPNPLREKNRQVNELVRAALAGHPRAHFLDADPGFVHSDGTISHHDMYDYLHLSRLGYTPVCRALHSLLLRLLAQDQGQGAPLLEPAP
PME-1 inh: PME-1 (human) inhibition; recombinant PME-1, FP-Rh probe fluorescence polarization; Q9Y570; inhibition, % at 5.9 µM; 0.53% of 320,000 active;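 active = inhibition above the campaign mean of all compounds plus 3 SD, cut at about 26% in these data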;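 note: competitive labeling of PME-1 active site by serine hydrolase directed probe; 0% = PME-1 with DMSO and 100% = wells lacking PME-1 enzyme; inhibitors block probe labeling so polarization falls and inhibition rises; many of its hits are not listed in these tables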
* = called active by the depositor; / = not tested or not shown. These rows are one share of the data; rates above refer to the full screens.

Start of the data: the first two entries, to show the layout:
Compound	PAFAH1B3 FP inh	Fam108B inh	PAFAH1B2 inh	PAD4 FP inh	PME-1 inh	GSTO1 counter	PAFAH2 FP inh	pPAFAH inh	LYPLA1 counter
CCN(C[C@H]1N[C@@](Cc2ccccc2)(C(=O)OC)[C@H]2C(=O)N(Cc3ccccc3)C(=O)[C@@H]12)S(=O)(=O)c1ccc(C(C)(C)C)cc1	6	/	4	-1	/	/	4	1	/
Cc1ccc(NC(=O)CCNC(=O)c2ccco2)cc1F	2	2	4	-1	3	-5	-1	5	-2

The listing, from the first entry:
Compound	PAFAH1B3 FP inh	Fam108B inh	PAFAH1B2 inh	PAD4 FP inh	PME-1 inh	GSTO1 counter	PAFAH2 FP inh	pPAFAH inh	LYPLA1 counter
CCN(C[C@H]1N[C@@](Cc2ccccc2)(C(=O)OC)[C@H]2C(=O)N(Cc3ccccc3)C(=O)[C@@H]12)S(=O)(=O)c1ccc(C(C)(C)C)cc1	6	/	4	-1	/	/	4	1	/
Cc1ccc(NC(=O)CCNC(=O)c2ccco2)cc1F	2	2	4	-1	3	-5	-1	5	-2
CSc1nc(N)nc2c1ncn2CC(=O)N[C@H](C)c1cccc2ccccc12	10	/	3	-2	/	/	-2	6	/
CSCCC(NS(=O)(=O)c1ccc2c(c1)Cc1cc(S(=O)(=O)NC(CCSC)C(=O)O)ccc1-2)C(=O)O (centres undefined)	8	0	3	-1	5	3	3	5	0
COc1cc(NC(=O)/C=C/c2ccccc2)c(C(=O)O)cc1OC	3	-1	4	1	-2	-2	-6	8	-1
Cc1cc2ccccc2n1CCNC(=O)C1CCCC1	0	0	-2	-1	-4	8	-4	4	0
O=C(Nc1ccccc1)N1N=C(c2cccs2)CC1c1cccs1 (centres undefined)	5	2	-3	0	1	-2	-2	-4	-1
CC(=O)Nc1nc(C)c(CCCOc2ccc([N+](=O)[O-])cc2)c(=O)[nH]1	9	1	5	0	2	0	-3	-1	-2
O=C(CSc1nc(=O)n(CCCN2CCOCC2)c2c1CCC2)Nc1ccc(F)cc1	10	2	1	-1	-3	0	-1	3	2
COC(=O)c1c(C)cc(O)c(C)c1O	10	-1	11	2	-4	-7	4	5	-2
O=c1cc(CSc2ccc([N+](=O)[O-])cc2)nc2sccn12	3	-6	9	-6	1	2	7	0	-5
CNC(C)C#Cc1ccc2c(=O)c3cc(C)c(C)cc3oc2c1 (centres undefined)	-10	-9	-3	-8	-5	-36	-6	-7	-4
Cc1onc(-c2ccncc2)c1C(=O)O	2	0	3	2	2	5	0	0	0
O=C(COC(=O)c1cc(S(=O)(=O)N2CCCCC2)ccc1N1CCOCC1)c1ccccc1	-3	1	1	0	1	8	-4	0	-1
Fc1ccccc1NC(=S)NC1CCCC1	-1	0	2	-4	3	3	2	5	2
O=C(NC1CCSc2ccccc21)c1ccc(F)cc1 (centres undefined)	14	4	-4	-5	0	7	-4	2	-2
Cc1ccc2nc(-c3cccc(Br)c3)cc(C(=O)NC3CC3)c2c1	-6	-2	2	-4	-2	-4	-8	-2	-5
COc1ccc(C2=NN(C(=O)CSc3nc(=O)n4cccc(C)c4n3)C(c3ccc(C)cc3)C2)cc1 (centres undefined)	-5	-11	-3	2	-1	-27	-9	-1	-3
CN(C)c1ccc(N/C(N)=N/c2nc(C(F)(F)F)cc(C(F)(F)F)n2)cc1	5	5	3	-3	-2	9	-5	2	-1
CCC(=O)Nc1cccc(NC(=S)NC(=O)Cc2ccccc2)c1	5	3	1	-6	1	-1	0	1	-3
Cc1cc(=O)[nH]c(CN2CCC(c3ccccc3)CC2)n1	/	-3	/	1	4	7	/	-6	-2
CS(=O)(=O)N1CCc2cc(S(=O)(=O)N3CCCCC3)ccc21	6	0	2	-7	-3	-1	4	0	5
CC(C)CCN1CCN(CCCn2cccn2)CC1CCO (centres undefined)	11	-2	2	1	-9	4	6	5	3
COC(=O)[C@]1(Cc2ccccc2)N[C@H](CN(C)C(=O)Nc2ccccc2)[C@@H]2C(=O)N(C)C(=O)[C@@H]21	4	/	4	-2	/	/	-4	-5	/
O=C1COc2ccccc2N1Cc1ccc(Cl)cc1	-2	-2	3	-3	1	2	1	2	-1
Cc1nnc(SCC(=O)Nc2nccs2)o1	4	4	0	1	1	2	-5	0	1
COc1ccccc1C1C2=C(CCCC2=O)N(CC(=O)O)C2=C1C(=O)CCC2	3	1	3	0	-1	7	-3	-2	-1
Cc1ccc2sc(NC(=O)c3ccc(N4C(=O)CCC4=O)cc3)nc2c1C	-11	-9	-8	-1	-10	-12	-1	-3	-7
O=C(NCC1COc2ccccc2O1)Nc1ccccc1F (centres undefined)	7	3	3	-4	-4	-2	-1	2	-2
COc1ccc(S(=O)(=O)N2CCSCC2)cc1C(N)=O	6	4	5	0	-4	0	-2	0	-1
O=C(NC1CCCCC1)c1ccc(S(=O)(=O)N2CCCCC2)cc1	-6	3	2	0	3	0	-3	-2	0
Cn1c(=O)n(C)c2cc([N+](=O)[O-])c(N3CCN(C(=O)c4ccccc4)CC3)cc21	-6	0	-2	-8	-2	-3	1	1	-2
CCCCCCCCCCCCN1[C@@H](CC(C)=O)c2cc(F)ccc2S1(=O)=O	-1	-4	5	-1	3	3	-14	20	-1
CCC(OC(=O)c1nsc(Cl)c1Cl)C(=O)NC(C)(C)CC (centres undefined)	0	2	5	3	-7	14	24	2	0
CC/C(=N\NC(=O)C(N)=O)c1ccccc1O	16	0	5	-1	-5	-3	2	6	0
CCC(C)(C)NC(=O)C(c1ccc(OC)cc1)N(C(=O)CCC(=O)Nc1cc(C)on1)c1ccc2c(c1)OCCO2 (centres undefined)	9	3	5	-2	3	1	2	0	0
CNC(=S)Nc1ccc(Nc2ccccc2)cc1	9	1	0	-1	2	3	-1	7	1
CCn1c(C)nc2cc(C(=O)N/N=C/c3cccc(O)c3O)ccc21	12	2	7	3	0	45*	17	8	-8
CN(C)CCCn1c(=O)n(Cc2ccco2)c(=O)c2c3c(sc21)CCCCC3	6	3	7	-1	-7	-10	5	-2	0
CC(=O)CSc1nnc(CSc2ncccn2)n1C1CCCCC1	-3	0	1	-3	6	-2	5	-1	2
O=C(Cn1cc([N+](=O)[O-])cn1)Nc1ccn(Cc2c(F)c(F)cc(F)c2F)n1	-3	-1	1	0	-5	-4	-3	7	-2
N#Cc1ccc(OCC(=O)N/N=C2/CC(c3ccccc3)Oc3ccccc32)cc1 (centres undefined)	-3	-1	-7	-3	3	-2	-3	2	4
COCCN(CCOC)CC(O)COC(c1ccccc1)c1ccccc1 (centres undefined)	-1	-6	2	-2	-4	-9	-2	1	-2
Cc1ccc(-n2nc3c(=O)n(C(C)C(=O)NCCC4=CCCCC4)nc(C)c3c2C)cc1 (centres undefined)	5	9	1	4	0	11	1	0	-1
CC1(C)Cc2cccc(OCC(=O)N3CCN(c4ccc([N+](=O)[O-])cc4)CC3)c2O1	3	4	1	-3	-9	1	4	1	3
COc1cccc(/C=C(/C#N)c2nc3ccccc3[nH]2)c1OC(C)C(=O)O (centres undefined)	3	4	9	-2	-2	-3	11	-1	-1
Cc1cc(C)nc(SCC(=O)Nc2ccc(S(=O)(=O)NC(C)(C)C)cc2)n1	-1	-2	0	-3	14	-1	10	-1	-1
COCCN(C(=O)COC(=O)c1cc2ccccc2cc1OC)c1c(N)n(Cc2ccccc2)c(=O)[nH]c1=O	3	2	1	0	-1	2	-1	3	-1
CCn1ccc(=O)c2cc3c(cc21)OCO3	12	-1	8	1	3	2	2	6	-3
NS(=O)(=O)c1cccc(C(=O)OCC(=O)NC2CCCc3ccccc32)c1 (centres undefined)	-2	/	7	-1	/	/	23	-2	/
O=C(NCc1ccc(Cl)cc1Cl)Nc1ccccc1	3	0	2	-2	0	-4	6	0	-3
O=C(O)CC1C(=O)NCCN1Cc1cccs1 (centres undefined)	2	1	-2	-6	2	6	-4	0	1
COc1ccc(C(C(=O)NC2CCCC2)N(Cc2cccnc2)C(=O)c2snc(C(N)=O)c2N)cc1 (centres undefined)	3	0	2	0	-5	9	1	2	1
CCC(=O)Nc1ccc(C(=O)CSc2nnc(-c3ccc(O)cc3)n2CC2CCCO2)cc1 (centres undefined)	-2	-2	-1	-1	-2	7	-10	-1	-1
O=C(CCCCCN1C(=O)c2ccccc2C1=O)NC1CCCC1	5	-2	2	-5	-1	8	-3	6	-2
Cc1ccc(NC(=O)CN2C(=O)NC3(CCCC3)C2=O)nc1	6	-3	3	0	2	-2	4	1	4
COc1ccc(C(=O)C2CCCN(C/C=C/c3ccccc3OC)C2)c(OC)c1 (centres undefined)	6	0	4	1	2	5	6	0	-3
CC(C)c1nc2sc3ccccc3c(=O)c2c(=O)n1Cc1ccccc1	5	2	0	3	0	-2	0	3	-1
COc1ccc(Nc2cnn(-c3nc4ccccc4s3)c(=O)c2Cl)cc1	3	2	1	-3	29*	-5	-12	2	-3
O=C(COc1ccc2c(c1)CCC2)N1CCN(c2ccc(F)cc2)CC1	9	8	3	-1	7	5	10	15	1
COc1ccc(NC(=O)CN2CCN(c3ccccc3C)CC2)cc1	1	3	1	0	1	4	0	1	2

An excerpt from above, limited to PAFAH2 FP inh and PME-1 inh:
smiles | PAFAH2 FP inh | PME-1 inh
CC(=O)CSc1nnc(CSc2ncccn2)n1C1CCCCC1 | 5 | 6
O=C(Cn1cc([N+](=O)[O-])cn1)Nc1ccn(Cc2c(F)c(F)cc(F)c2F)n1 | -3 | -5
N#Cc1ccc(OCC(=O)N/N=C2/CC(c3ccccc3)Oc3ccccc32)cc1 (centres undefined) | -3 | 3
COCCN(CCOC)CC(O)COC(c1ccccc1)c1ccccc1 (centres undefined) | -2 | -4
Cc1ccc(-n2nc3c(=O)n(C(C)C(=O)NCCC4=CCCCC4)nc(C)c3c2C)cc1 (centres undefined) | 1 | 0
CC1(C)Cc2cccc(OCC(=O)N3CCN(c4ccc([N+](=O)[O-])cc4)CC3)c2O1 | 4 | -9

Screening results (PubChem BioAssay)
